Compound activity (PubChem)
Shiga toxin inh: A qHTS for Small Molecule Inhibitors of Shiga Toxin | Vero cells, Shiga toxin protein synthesis inhibition reporter | inhibition, % at 38.7 µM | hit rate 9.2% among 290,000 | AID 2315, 2010; in the data active means inhibition mostly above about 28%, no sharp cut-off; inactive means mostly below about 43%; further: 0% is about no effect
Giardia FBPA inh: qHTS Assay for Inhibitors of Fructose-1,6-bisphosphate Aldolase from Giardia Lamblia; hit rate 0.71% among 290,000; Potency, µM (highest dose often 59.6 µM), inactives show at the top dose activity, negative = inhibition, actives largely listed as inhibitors; AID 2451, 2010; A8B2U2; purified Giardia FBPA; further: potency means the concentration at half of the fitted maximal effect; on the % scale 0 is the no-effect control and ±100 the full control effect; nearly all actives have a fitted effect of over 55% in size
Target sequence (A8B2U2 whole entry, looked up): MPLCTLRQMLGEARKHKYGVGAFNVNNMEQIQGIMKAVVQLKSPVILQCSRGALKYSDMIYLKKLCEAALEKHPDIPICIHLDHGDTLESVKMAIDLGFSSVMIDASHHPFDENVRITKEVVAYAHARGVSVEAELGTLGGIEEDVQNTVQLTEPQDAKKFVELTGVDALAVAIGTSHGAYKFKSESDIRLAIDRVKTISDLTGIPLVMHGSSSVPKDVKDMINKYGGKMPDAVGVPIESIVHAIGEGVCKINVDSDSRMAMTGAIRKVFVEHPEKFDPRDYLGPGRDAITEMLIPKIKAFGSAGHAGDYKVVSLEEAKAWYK
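Giardia FBPA (40 nM reagent) was preincubated 10 min at RT with compound (up to 57.5 uM final), then substrate plus GAPDH/TPI/NAD/arsenate coupling system with diaphorase/resazurin was added; resorufin fluorescence (525/598 nm) was read after 20 min.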
AmpC no deterg: qHTS Inhibitors of AmpC Beta-Lactamase (assay without detergent); P00811; AmpC nitrocefin hydrolysis, absorbance 480 nm, 0.0001% Triton; Potency, µM (top dose mostly 57.1 µM), inactives show at the top dose activity change, negative = inhibition, hits mostly inhibitors; hit rate 0.52% among 330,000; AID 485341, 2010;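 further: potency means the concentration at half of the fitted maximal effect; plate controls were no compound for no effect and no enzyme for full effect; nearly all actives have a fitted effect of over 20% in size; some results filed as inactive show a strong effect at the top dose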
Target sequence (P00811 whole entry, looked up): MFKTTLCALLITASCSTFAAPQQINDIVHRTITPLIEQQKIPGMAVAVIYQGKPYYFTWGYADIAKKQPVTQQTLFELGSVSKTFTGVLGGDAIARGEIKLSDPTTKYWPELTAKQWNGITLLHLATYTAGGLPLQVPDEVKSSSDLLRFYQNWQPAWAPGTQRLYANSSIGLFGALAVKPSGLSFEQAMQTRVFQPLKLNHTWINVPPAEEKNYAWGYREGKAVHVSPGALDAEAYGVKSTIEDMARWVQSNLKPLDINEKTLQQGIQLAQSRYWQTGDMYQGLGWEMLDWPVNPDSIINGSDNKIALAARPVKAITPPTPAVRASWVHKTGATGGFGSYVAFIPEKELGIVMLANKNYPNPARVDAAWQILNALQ
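20 mM phosphate pH 7.0 + 0.01% (detergent screen) or 0.0001% Triton X-100; 5.3 nM AmpC reagent; cpd preinc 15 min RT; nitrocefin (800 uM stock) to start; A480 q20 s × 4 min; Activity was normalised to no-enzyme and no-compound control wells.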
AmpC detergent: qHTS Inhibitors of AmpC Beta-Lactamase (assay with detergent) | hit rate 0.041% among 370,000 | P00811 | Potency, µM (top dose mostly 114 µM), for inactives: at the highest dose activity change, negative = inhibition, most hits filed as inhibitors | AmpC hydrolysis of nitrocefin, absorbance 480 nm, 0.01% Triton;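 further: potency means the concentration at half of the fitted maximal effect; 0% = no-compound wells and -100% = no-enzyme wells; nearly all actives have a fitted effect of over 25% in size; some results filed as inactive show a strong effect at the top dose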
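20 mM phosphate pH 7.0 + 0.01% (detergent screen) or 0.0001% Triton X-100; 5.3 nM AmpC reagent; cpd preinc 15 min RT; nitrocefin (800 uM stock) to start; A480 q20 s × 4 min; Activity was normalised to no-enzyme and no-compound control wells.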
CHX counter: Cycloheximide Counterscreen for Small Molecule Inhibitors of Shiga Toxin | cell reporter, cycloheximide protein synthesis inhibition counterscreen | max response, % | hit rate 12% among 300,000; in the data active means max response mostly above about 13%, no sharp cut-off; inactive means mostly below about 14%; further: read at 38.3 µM for the half of the compounds with a filed dose; 0% is about no effect
AMA1 RON2 block: qHTS for Inhibitors of AMA1-RON; Towards Development of Antimalarial Drug Lead: Primary Screen; Plasmodium falciparum AMA1 (3D7) - RON2 peptide interaction; AlphaScreen AMA1-biotinylated RON2 peptide binding; Potency, µM (titrated, usually from 58.2 µM), inactives show at the highest dose activity change, negative = inhibition, actives largely listed as inhibitors; hit rate 0.2% among 360,000; AID 720542, 2013;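 further: potency means the concentration at half of the fitted maximal effect; 0% = vehicle wells and -100% = peptide control; nearly all actives have a fitted effect of over 45% in size; some results filed as inactive show a strong effect at the top dose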
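AMA1 (3D7) with his tag at 25 nM final met compounds first, then biotinylated RON2 peptide at 25 nM; detection used donor plus acceptor beads, 10 µg/mL apiece, read by AlphaScreen after 30 min at room temperature.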
HCMV inh: qHTS Assay for inhibitors of the human cytomegalovirus (HCMV); HFF cells, HCMV-luciferase reporter, 72 h; active compounds read low; activity change, negative = inhibition, % at 57.5 µM; hit rate 4.5% among 410,000; AID 1259415, 2018; in the data active means activity change below about -60%; inconclusive means no clear call, values can overlap the other calls; inactive means above about -39%; further: on the % scale 0 is the no-effect control and ±100 the full control effect
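Cell-based, HFFs, 1000 cells/well, 16 h 37C; cpds in DMSO + HCMV-luc, MOI 1 PFU/cell; 72 h 37C; OneGlo luminescence after 5 min RT; norm. to buffer vs Salinomycin 10uM.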
* = called active by the depositor; ? = inconclusive; · = not tested or not shown; [ ] = dose if it differs, or a comment. Unless noted, the call rests on the fitted dose curve; in most records, active means well fitted curve in the direction sought with a large enough effect; inconclusive means small, poorly fitted or top-dose-only effect, or another doubt; inactive means no such curve, though single readings can be large; an effect the other way counts as inactive or inconclusive.

Fields – Giardia FBPA inh, CHX counter, Shiga toxin inh, AmpC no deterg, AmpC detergent, AMA1 RON2 block, HCMV inh
O=C(N/N=C/c1c[nH]c2ccccc12)c1cc(Br)ccc1O
 : 5.9%, 17.7, 28.9, ?, -2.9%, 126.9%[activator], 18.9
Cc1nn(C)c(C)c1C(C)NC(=O)c1cc(COc2cncc(Cl)c2)on1 (stereo unspecified)
 : 1.6%, 15.2, -11.2, 26.6%, 1.3%, -1.2%, -35.8
CCCCNc1c(-c2ccc(OC)c(SC3CCCCC3)c2)nc2cnccn12
 : ·, ·, ·, 122.2%[activator], ?, 3.2%, ·
CC(C)(C)OC(=O)N1Cc2ccccc2C[C@H]1C(=O)NCC(=O)Nc1ccc2c(c1)OCCO2
 : -2.2%, 51.6*, 113.8*, 36.4%, ?, -0.6%, -68.4*
O=C(c1ccc2nc3ccccc3c(=O)n2c1)N1CCN(Cc2ccc3c(c2)OCO3)CC1
 : -4.7%, -3.3, -11.7, 38.1%, -14.7%, 2.5%, -37.0
C=C(C(=O)c1ccccc1)C(c1ccccc1)C(C)C(=O)c1ccccc1 (stereo unspecified)
 : 2.0%, 6.8, -4.9, -11.8%, -11.0%, 3.1%, -88.8*
CN(Cc1ccccc1)C(=O)COC(=O)c1ccc(S(=O)(=O)N(C)C)cc1
 : 1.9%, -2.0, -9.1, 22.3%, -4.2%, 1.6%, 5.1
CCCCC1(c2ccc(F)cc2)NC(=O)N(CC(=O)Nc2ccc(N3CCOCC3)cc2)C1=O (stereo unspecified)
 : ·, ·, ·, 17.7%, ·, 0.0%, 0.6
CN(Cc1ccccc1)C(=O)COC(=O)c1ccccc1NS(=O)(=O)c1cccc(N)c1
 : 20.4%, 6.8, 2.0, -33.8%, -0.6%, -19.9%, 30.2
CC1=Nc2cc(Cl)ccc2Oc2ccccc21
 : ?, 1.5, -3.5, -1.6%, 10.2%, 10.5%, -21.7
Cc1cc(C(=O)OCC(=O)Nc2ccc(F)cc2[N+](=O)[O-])c2ccccc2n1
 : 6.5%, 3.9, 5.9, -25.8%, -5.5%, -9.3%, 39.7
COc1ccc(S(=O)(=O)N2CCCOC2CNC(=O)C(=O)NCCc2ccco2)cc1OC (stereo unspecified)
 : ·, -1.2, -6.4, 32.2%, 6.5%, 3.7%, 18.7
COc1ccc2c3c([nH]c2c1)C1(NCC3)C(=O)Nc2ccccc21 (stereo unspecified)
 : 4.8%, 3.9, -6.3, -19.6%, -9.8%, -6.3%, -3.0
COc1ccc(C(=O)Nc2ncc(C)s2)cc1S(=O)(=O)N1CCOCC1
 : ·, ·, ·, -6.3%, 3.8%, 37.1%[activator], -28.4
Cc1ccc(C(=O)N2CCN(Cc3ccc4c(c3)OCO4)CC2)cc1S(=O)(=O)N1CCOCC1
 : 2.7%, -2.3, -8.7, 133.9%[activator], -3.1%, -0.1%, ?
COc1cccc(CNc2ncc(Br)cc2Br)c1O
 : 0.1%[12.9 µM], 65.6*, 61.4*, -14.9%, -11.0%, 1.8%, 36.4
COc1cc(/C=N/O)cc(Br)c1OCC(=O)NCc1ccccc1
 : ?, -0.9, -6.4, 1.7%, -3.1%, -2.9%, -20.5
Nc1ccc(-c2nnn(CC(=O)N3CCCCC3)n2)cc1
 : -8.7%, 0.7, ·, -6.3%, -11.5%, 32.0%[activator], -2.4
CC1Cc2ccccc2N1C(=O)CSc1nnc(NC(=O)Cc2cccs2)s1 (stereo unspecified)
 : 4.6%, -9.7, -31.7, -44.2%, ?, 0.3%, 4.6
CCOc1ccccc1OCC(=O)Nc1cc(S(=O)(=O)N2CCCCC2)ccc1N1CCN(CC)CC1
 : ·, ·, ·, 240.3%[activator], -12.2%, -1.4%, 2.3
COc1cc(C(=O)N2CCN(C(=O)c3cc(-c4ccccc4)n[nH]3)CC2)cc(OC)c1OC
 : -1.4%, 7.7, -2.2, 88.2%[activator], -0.4%, 9.1%, 39.6
COc1cccc(C(c2nnnn2C(C)(C)C)N2CCN(C3CCCCC3)CC2)c1OC (stereo unspecified)
 : -2.5%, 0.8, -17.5, -18.9%, ?, 2.4%, -18.8
CC(C)(C)OC(=O)C[C@H]1C/C=C\C[C@@H](CC(=O)N(CCO)Cc2ccccc2)C(=O)N[C@H](Cc2ccccc2)COC1=O
 : ·, ·, ·, 227.6%[activator], ·, -3.6%, -2.9
CCC1CCCCN1CCCNC(=O)C(C)n1nc(C)c2sc3ccccc3c2c1=O (stereo unspecified)
 : -2.4%, 4.7, -7.0, 57.2%, 1.0%, 4.0%, -30.4
Cc1ccnc(NC(=O)CNC(=O)COc2ccccc2)c1
 : ·, ·, ·, -13.6%, -10.7%, -6.3%, 23.8
CC(=O)Nc1c(C)cc(OCC(=O)O)cc1C
 : 2.0%, -2.3, -8.3, -10.4%, 8.6%, 2.1%, 9.6
CC(=O)c1ccc(NCCC(=O)c2ccccc2)cc1
 : 4.2%, 10.8, 23.2, -6.6%, 1.3%, 10.1%, 37.2
CCn1c2ccccc2c2nnc(SCC(N)=O)nc21
 : 3.1%, 14.1, -7.1, -16.7%, -2.3%, 17.4%, -0.1
CCCN1CCN(CCCNC(=O)c2ccc(NC(=O)C3=C(C)OCCS3)cc2)CC1
 : ·, -6.1, -3.1, -4.3%, -6.0%, 4.0%, 1.1
O=[N+]([O-])c1sccc1CS(=O)(=O)c1ccccc1
 : -0.2%, -0.4, 4.1, -5.0%, -4.4%, -1.3%, -3.3
CC(=O)Nc1ccc(Oc2sc(C(=O)c3ccccc3)c(N)c2C#N)cc1
 : 6.8%, -4.6, -16.8, -26.5%, 0.3%, 6.4%, -88.3*
COc1ccccc1N(C)S(=O)(=O)c1ccc(C(=O)N(C)Cc2ccc(OC(F)F)cc2)cc1
 : ·, ·, ·, 28.7%, -15.1%, -13.0%, -39.3
Cc1c(C(C)NC(=O)Nc2ccc(F)cc2F)cnn1C (stereo unspecified)
 : -3.0%, -1.6, 9.2, -10.2%, -6.4%, 9.9%, 25.5
CCC(C(=O)NCc1ccc(F)cc1)N(CCc1ccccc1)C(=O)c1snc(C(N)=O)c1N (stereo unspecified)
 : 3.1%, -4.7, -7.6, -3.4%, -3.4%, -10.0%, 19.7
Cc1ccc(C(=O)N2CCN(c3ccccc3F)CC2)cc1S(=O)(=O)N1CCOCC1
 : 0.9%, -3.4, 19.5, 134.4%[activator], 0.6%, 6.3%, 7.5
CCN(CC)S(=O)(=O)c1cc(NC(=O)CCc2c(C)noc2C)ccc1C
 : ·, ·, ·, -1.0%, ·, -5.9%, 16.1
CC(NC(=O)C(c1ccccc1)c1ccccc1)C(=O)O (stereo unspecified)
 : 5.7%, -5.6, -3.8, -38.5%, ?, 3.0%, -28.0
COc1cccc(C(=O)N[C@@H](C)C(=O)N2CCC3(CC2)NCCc2[nH]cnc23)c1
 : ·, -0.7, -5.3, -0.4%, -1.9%, 8.7%, -29.6
Cc1cc(NC(=O)COC(=O)c2cc([N+](=O)[O-])ccc2N2CCOCC2)ccc1Br
 : ·, ·, ·, 31.6µM*, ?, 0.7%, -37.4
O=C(NC1CCCC1)c1ccc2nc[nH]c2c1
 : -5.3%, -1.0, 15.9, -8.0%, 1.3%, 2.7%, 9.6
CCOc1cc(S(=O)(=O)Nc2ncn[nH]2)ccc1Br
 : ?, 1.1, -5.4, -11.2%, 0.8%, 8.6%, 14.6
CN(C(=O)C1CCN(S(=O)(=O)c2ccccc2)CC1)c1c(N)n(Cc2ccccc2)c(=O)[nH]c1=O
 : ·, ·, ·, 1.3%, -13.0%, -9.7%, ?
c1ccc2c(c1)nnn1c3ccccc3nc21
 : 3.4%, 34.4*, 79.7*, -15.4%, ?, ·, ·
Cc1cc(=O)[nH]c(SCC(=O)Nc2nc(-c3ccccc3)c(-c3ccccc3)o2)n1
 : -0.9%, 16.1*, 14.6, -5.9%, -8.1%, 7.9%, 16.9
O=C1OCC(c2ccccc2)=C1c1ccccc1
 : -2.2%, -2.1, -6.9, -22.1%, 5.2%, 16.7%, -28.3
Cc1oc(-c2ccc(Cl)cc2)nc1CS(=O)CC(=O)NCc1cccs1 (stereo unspecified)
 : -2.1%, -6.7, -9.7, 35.3%, ?, 1.7%, 0.0
COCCNC(=O)Cn1nc(-c2ccc(C)cc2)ccc1=O
 : 4.1%, 0.7, -5.4, -8.4%, ?, 3.3%, ·
O=c1cc(Cn2ccnc2)c2cc(O)ccc2o1
 : -5.7%, -8.7, -3.1, -4.4%, 0.7%, 7.4%, 0.1
COC(=O)c1ccc(S(=O)(=O)NCc2ccc(S(N)(=O)=O)cc2)o1
 : 5.8%, 12.9, -4.5, -9.6%, -3.5%, 4.5%, -34.4
O=C(OCc1ccccc1)/C(=C/c1ccc(Cl)cc1)NC(=O)c1ccccc1Cl
 : 0.3%, 1.3, -10.7, -17.8%, -2.0%, -1.8%, -28.8
O=C(CSc1ccc([N+](=O)[O-])cn1)Nc1ccc2c(c1)OCCO2
 : -12.6%, 17.3*, 33.8, -2.7%[2.29 µM], -5.7%, -6.7%, 5.2
CCCCn1nnc(NC(=O)c2ccc([N+](=O)[O-])cc2Cl)n1
 : -12.2%, 14.0, 26.3, -18.1%, 3.9%, 6.5%, 4.8
Cc1c(Cl)cccc1NC(=O)Nc1ccc(C(=O)N2CCCC2)cc1
 : 1.4%, -1.9, 15.1, -15.5%, ?, ?, 8.8
CCc1sc(NC(C)=O)nc1-c1ccccc1
 : 2.9%, -0.6, -1.9, 19.4%, 4.0%, 1.9%, 22.9
Cc1ccc(S(=O)(=O)N2CCN(C(=O)c3cccs3)CC2)cc1C
 : -0.5%, 7.6, -4.3, 3.7%, -2.7%, -2.7%, -8.1
CN(C)CCCNc1c2c(c(C#N)c3nc4ccccc4n13)CCC2
 : -25.9%, -2.2, 30.4, -15.4%, -15.0%, ·, ·
COc1cc(Cc2nccc3cc(OC)c(OC)cc23)c(S(=O)(=O)O)cc1OC
 : -16.8%, -3.2, -2.9, -8.5%, 1.3%, 4.1%, -21.0
Cn1c(=O)c2c(nc(N3CCN(Cc4ccccc4)CC3)n2CCSc2ncccn2)n(C)c1=O
 : 4.7%, -2.7, -5.9, -6.6%, -0.6%, ·, ·
O=C(Nc1ccc(NC(=O)c2ccc(Cl)cc2Cl)cc1)c1ccc2c(c1)OCO2
 : 2.7%, -1.2, 9.9, -7.0%, -11.7%, 4.3%, -13.9
N#C/C(=C\c1cn(CC(=O)N2CCCCC2)c2ccccc12)C(=O)NCc1ccc2c(c1)OCO2
 : 12.0%, -2.3, -17.8, -11.0%, ?, -9.2%, 28.7
